Screening data (PubChem BioAssay)
PriA SSB inh = blocks PriA binding to SSB C-terminal tail. AlphaScreen SSBct-PriA binding, biotinylated peptide. inhibition, % at 33 µM. AID 1272365. hit rate 0.6% among 430,000; in the data active = inhibition mostly above about 37%, no sharp cut-off; inactive = mostly below about 20%;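 also: plate controls were negative control peptide for no effect and reference peptide for full effect; strong numbers were not always called active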
Anthrax LF prot = anthrax lethal factor protease inhibition; P15917; multiplex microsphere protease cleavage assay, LF; inhibition, % at 10 µM; hit rate 0.12% among 360,000; also: plate controls were buffer without enzyme for full effect and enzyme alone for no effect
Target sequence (P15917 whole entry, looked up): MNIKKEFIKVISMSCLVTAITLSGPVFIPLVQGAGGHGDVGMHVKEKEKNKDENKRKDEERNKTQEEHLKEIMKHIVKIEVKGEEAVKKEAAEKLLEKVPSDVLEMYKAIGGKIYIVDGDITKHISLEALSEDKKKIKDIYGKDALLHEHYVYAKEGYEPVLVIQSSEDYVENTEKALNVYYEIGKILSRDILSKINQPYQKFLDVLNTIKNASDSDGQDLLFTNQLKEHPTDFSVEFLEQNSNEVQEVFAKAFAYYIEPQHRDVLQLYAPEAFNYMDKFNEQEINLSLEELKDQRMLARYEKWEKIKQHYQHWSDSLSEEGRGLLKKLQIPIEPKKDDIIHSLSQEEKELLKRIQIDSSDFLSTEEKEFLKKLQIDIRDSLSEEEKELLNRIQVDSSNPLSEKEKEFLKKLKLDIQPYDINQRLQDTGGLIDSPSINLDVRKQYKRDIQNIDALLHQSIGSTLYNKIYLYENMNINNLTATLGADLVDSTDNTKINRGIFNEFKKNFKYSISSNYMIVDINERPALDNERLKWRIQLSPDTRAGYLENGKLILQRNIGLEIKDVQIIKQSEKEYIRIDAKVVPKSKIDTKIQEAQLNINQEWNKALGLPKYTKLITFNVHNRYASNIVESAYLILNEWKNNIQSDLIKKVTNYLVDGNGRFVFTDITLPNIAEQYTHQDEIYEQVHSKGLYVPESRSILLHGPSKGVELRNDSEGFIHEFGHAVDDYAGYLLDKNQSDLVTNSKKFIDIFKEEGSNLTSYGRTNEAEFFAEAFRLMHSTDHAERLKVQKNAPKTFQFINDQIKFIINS
CCHFV vOTU inh = blocks the CCHF virus ovarian tumor domain protease | CCHFV vOTU protease, Pep-AMC fluorescence | inhibition, % at 11.5 µM | hit rate 0.55% among 370,000 | AID 651958; in the data active = inhibition above about 30%; also: 0% = vehicle wells with enzyme and 100% = no enzyme wells
BoNT-F LC inh = inhibitors of Botulinum neurotoxin F light chain protease | Multiplex microsphere protease cleavage assay, flow cytometry | inhibition, % at 10 µM | hit rate 0.22% among 360,000; in the data active = inhibition above about 35%, passing the limit was not always enough; inconclusive = no clear call, values can overlap the other calls; also: plate controls were buffer without enzyme for full effect and enzyme alone for no effect
BoNT A protease = BoNT A light chain protease inhibition | multiplex microsphere protease substrate cleavage, flow cytometry | inhibition, % at 10 µM | hit rate 0.17% among 360,000; also: plate controls were buffer without enzyme for full effect and enzyme alone for no effect
MazF activator = MazEF (E. coli) toxin RNase activation. P0AE70. FAM/BHQ RNA-DNA oligo cleavage fluorescence, 5 h. activation, % at 20 µM. hit rate 0.32% among 350,000; in the data active = activation above about 50%
Target sequence (P0AE70 whole entry, looked up): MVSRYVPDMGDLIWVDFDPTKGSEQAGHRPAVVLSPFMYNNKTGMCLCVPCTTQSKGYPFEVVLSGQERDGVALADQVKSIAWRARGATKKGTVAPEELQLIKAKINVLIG
3CLpro inhibitor = SARS-CoV 3CLpro protease inhibition; P0C6X7; AID 1706; recombinant SARS-CoV 3CLpro, quenched FRET peptide cleavage; hit rate 0.14% among 290,000; inhibition, % at 6 µM; in the data active = inhibition above about 12%
PrPC TRFRET = inhibitors of human cell surface prion protein PrPC. P04156. TR-FRET read-out. inhibition, % at 13.8 µM. hit rate 0.43% among 370,000. AID 720596; in the data active = inhibition above about 24%; also: 0% = median of the test wells and 100% = reference compound wells
Rv3671c protease = inhibits the M. tuberculosis serine protease Rv3671c; hit rate 0.048% among 320,000; inhibition, % at 5.96 µM; P9WHR9; in the data active = inhibition above about 38%;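 also: extracellular domain of Rv3671c used as enzyme; 0% = enzyme with DMSO and 100% = no enzyme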
DUSP3 inh = blocks human VHR1 dual specificity phosphatase; recombinant VHR phosphatase, pNPP absorbance; hit rate 0.52% among 290,000; inhibition, % at 13.3 µM; AID 1654; P51452; in the data active = inhibition above about 50%; also: some compounds called inactive have numbers as strong as hits
* = called active by the depositor; i = inactive; ? = inconclusive; . = no result given; & = joins results of further samples. Rule as the data show it, unless noted: active = inhibition above about 30%; inconclusive = no clear call, values can overlap the other calls; inactive = below that. A portion of the library; rates above refer to the full screens.

SMILES	PriA SSB inh	Anthrax LF prot	CCHFV vOTU inh	BoNT-F LC inh	BoNT A protease	MazF activator	3CLpro inhibitor	PrPC TRFRET	Rv3671c protease	DUSP3 inh
CC(C)CN(C1CCS(=O)(=O)C1)S(=O)(=O)c1ccc(C(C)C)cc1 (centres undefined)	7	1	-7	-2	-0.1	7	.	2	-8	.
Cc1ccc(NC(=O)CNCc2cccs2)c(Br)c1	-37	-4	6	-17	-5.8	-3	-1	1	.	-3
CC(=O)N1CCc2cc(S(=O)(=O)CCC(=O)N3CCN(c4ccccn4)CC3)ccc21	-10	4	9	-8	0.0	1	0	1	-2	0
CC(C)=CCn1c2ccc(NC(=O)Nc3cccnc3)cc2c(=O)n1C	.	4	-45	-2	0.0	.	.	-11	.	.
O=S(=O)(c1ccc(Oc2ncnc3scc(-c4ccccc4)c23)cc1)N1CCOCC1	15	0	4	-3	0.4	-6	-2	2	-13	12
COC(=O)C(O)(c1c(C)[nH]c2ccccc12)C(F)(F)F (centres undefined)	-6	-9	6	-2	0.5	5	-4	4	2	21
COc1ccc2nc(N/C(N)=N/C(=S)Nc3c(C)cccc3C)nc(C)c2c1	.	-3	-20	6	-0.3	-7	4	1	-2	-11
CCOC(=O)CCCNC(=O)COC(=O)[C@@H]1CCCN1S(=O)(=O)c1ccc(Cl)cc1	1	-3	9	0	-0.9	1	2	2	0	0
O=C(Nc1ccc(N2CCCC2)cc1)c1ccc(Br)cc1	65	-16	9	-177	-2.6	-5	3	-10	-10	0
COc1ccccc1C1CC(c2ccco2)=NN1c1ccccc1 (centres undefined)	-37	-2	-16	-16	1.5	5	4	-3	3	-9
CCC(C)(C)NC(=S)Nc1ccccc1C	-1	3	2	2	-1.5	3	-3	2	-6	13
CN(C)c1ccc(C(=S)NC2CCCCC2)cc1	12	0	0	2	-1.3	3	-3	2	0	5
O=c1nc(SCc2cccc(C(F)(F)F)c2)nc2ccccn12	-5	-2	8	-8	-1.3	0	5	34*	-1	6
N#C/C(=C\c1cc([N+](=O)[O-])c(N2CCCCC2)cc1N1CCCCC1)c1nn(-c2ccccc2)c(N)c1C#N	20	0	5	0	1.5	8	-1	2	-3	38
COc1ccccc1NC(=O)Cn1nc(C)n2cccc2c1=O	3	0	8	-6	-2.1	-20	8	0	1	18
CSc1cccc(NC(=O)C2CC(=O)N(Cc3ccccc3)C2)c1 (centres undefined)	-9	1	6	-15	-0.4	-11	0	2	-10	15
O=C(COC(=O)CC1CCCC1)Nc1ccccc1[N+](=O)[O-]	35	3	21	4	0.1	6	.	-17	0	.
Fc1ccc(-c2csc3ncnc(N4CCN(Cc5ccccc5)CC4)c23)cc1	-8	2	-6	5	0.2	-6	-3	-3	8	33
O=C(Nc1ccc(Oc2ccccc2)nc1)C1CCCCN1Cc1ccc(OCCO)cc1 (centres undefined)	-7	0	1	17	-0.6	-1	-2	6	-1	15
CC(NC(=O)C1CCN(S(=O)(=O)c2cccc3cccnc23)CC1)c1ccccc1 (centres undefined)	-6	-3	13	4	0.1	-15	-2	-3	-3	-41
O=[N+]([O-])c1ccc2nc(SCc3ccccc3Cl)sc2c1	17	-4	.	2	0.5	-6	-1	.	-7	16
CC1(C(=O)NS(=O)(=O)c2ccc(C#N)cc2)CCN1C(=O)CCc1ccc(Cl)cc1Cl (centres undefined)	.	-3	2	-3	0.3	.	.	-2	.	.
COc1ccc2nc(Nc3ccc4c(c3)OCO4)sc2c1	18	-6	5	-8	2.1	9	3	14	-3	-28
COc1ccc(NC(=O)/C=C/c2ccc3c(c2)OCO3)cc1	-10	0	5	1	-0.3	2	-5	15	-1	9
CCCCCCCCNS(=O)(=O)CCNC1CCCCC1	-12	-5	16	-12	-0.2	3	.	4	.	.

Part of the list above, showing only BoNT A protease, MazF activator and CCHFV vOTU inh:
canonical_smiles	BoNT A protease	MazF activator	CCHFV vOTU inh
Fc1ccc(-c2csc3ncnc(N4CCN(Cc5ccccc5)CC4)c23)cc1	0.2	-6	-6
O=C(Nc1ccc(Oc2ccccc2)nc1)C1CCCCN1Cc1ccc(OCCO)cc1 (centres undefined)	-0.6	-1	1
CC(NC(=O)C1CCN(S(=O)(=O)c2cccc3cccnc23)CC1)c1ccccc1 (centres undefined)	0.1	-15	13

Next part:
SMILES	PriA SSB inh	Anthrax LF prot	CCHFV vOTU inh	BoNT-F LC inh	BoNT A protease	MazF activator	3CLpro inhibitor	PrPC TRFRET	Rv3671c protease	DUSP3 inh
N#Cc1ccc(OCC(=O)Nc2cc(S(=O)(=O)N3CCCCC3)ccc2N2CCCCC2)cc1	1	2	7	-6	0.6	-33	1	4	7	-18
Cc1nn(C)c(C)c1CNC(=O)Nc1cccc(Cl)c1	14	1	-5	2	-0.2	11	0	7	-6	10
Fc1ccc(NC(=S)Nc2cccc3cnccc23)cc1	16	3	50*	-6	-0.4	5	-1	-11	10	22
COc1ccccc1CNC(=O)CN1CCC(n2cnc3cc(F)ccc32)CC1	-1	-1	-2	-3	-0.4	5	0	4	5	13
CC(=O)NCCCc1nc2ccccc2n1Cc1cc(C)ccc1C	-4	0	-7	0	-0.4	3	-4	-1	7	9
O=[N+]([O-])c1ccc2ncnc(Nc3ccc4c(c3)OCCO4)c2c1	0	-3	5	-1	0.2	3	-1	-24	13	38
CCN1CCN(C(c2ccc(F)cc2)c2nnnn2Cc2ccc3c(c2)OCO3)CC1 (centres undefined)	5	0	-5	-5	-0.5	12	1	-10	2	7
CC(C)C(=O)N1c2ccccc2NC2=C(C(=O)CCC2)C1c1ccc(N(C)C)cc1 (centres undefined)	4	2	9	-4	0.5	3	-4	2	9	8
Cc1c(NC(=S)Nc2ccccc2)c(=O)n(-c2ccccc2)n1C	0	-1	-7	0	-0.1	-2	-1	0	6	-3
CCc1cc(C(=O)N=Nc2c(O)[nH]c3c(Br)cc(Br)cc23)c2ccccc2n1	-10	-2	-9	-6	1.0	0	0	-3	-5	-4
CCC1CCCCN1CCCNC(=O)c1ccc(CS(=O)(=O)c2ccc(Br)cc2)o1 (centres undefined)	-6	-2	6	4	-0.2	3	-1	-15	6	36
CC(Oc1ccccc1Cl)C(=O)N1CCOCC1 (centres undefined)	-3	0	-7	-4	0.2	-2	5	1	-3	-5
COc1ccc(NC(=O)CN(C)C(=O)Cc2ccc(-c3ccccc3)cc2)cc1	-13	-1	0	-1	-1.0	-8	.	7	-8	.
O=C(N/N=C/c1ccc(Br)s1)c1cccc([N+](=O)[O-])c1	i	-2	12	-26	-1.1	0	-7	-1	7	4
Cc1ccc(C(NC(=O)N2CCN(C)CC2)C(Cl)Cl)cc1F (centres undefined)	-14	2	1	-2	-0.2	1	-3	11	-9	22
O=C(Cc1ccccc1)c1ccc(O)cc1	-12	-2	-7	-7	-0.7	0	.	-4	.	.
CC(=O)N1CCN(c2nc3ccc(Br)cc3s2)CC1	-14	-4	-6	-1	0.4	9	-3	5	-2	9
COc1ccc(OCCC(=O)Nc2ccccc2)cc1	-18	-5	11	-24	2.0	6	2	10	-2	26
O=C(Cn1cnc([N+](=O)[O-])n1)N/N=C/c1cccc(Cl)c1	.	0	-5	0	0.3	0	-2	-6	-1	12
C=CCc1cccc(/C=N/NC(=O)CCC(=O)Nc2ccc(C)cc2)c1O	.	1	8	4	0.9	-18	3	-3	17	-8
O=S(=O)(Nc1cccc(-c2ccc3nncn3n2)c1)c1cc(F)ccc1F	-10	-1	6	3	-2.5	3	.	-11	4	.
NC(=O)c1cc(-c2csc(NCCc3ccccc3)n2)ccc1O	0	0	-14	-4	-0.4	-6	1	12	15	19
Cc1nc2c(-c3ccccc3)c(C)nn2c(C)c1CCC(=O)NC(C)CCc1ccco1 (centres undefined)	-8	-12	6	-9	-1.9	7	0	12	5	12
CCC(=O)N1CCc2cc(Br)cc(S(=O)(=O)CCC(=O)NCCc3ccccc3)c21	-7	4	10	1	0.5	3	0	-4	-3	-27
CCOC(=O)C1CCN(c2cc3c(cc2NC(=O)c2cc(OC)ccc2Br)n(C)c(=O)n3C)CC1	7	-2	-4	0	0.7	-7	-2	-7	-9	24

Next records.
SMILES	PriA SSB inh	Anthrax LF prot	CCHFV vOTU inh	BoNT-F LC inh	BoNT A protease	MazF activator	3CLpro inhibitor	PrPC TRFRET	Rv3671c protease	DUSP3 inh
Cc1ccsc1CN(C)CC(=O)Nc1ccccc1C(=O)NC1CC1	2	1	4	2	0.3	-2	.	4	2	.
O=C(CN1CCSC1=NCc1ccccc1)c1ccc(Cl)cc1	-11	-1	9	-13	-0.4	2	0	-6	-1	13
O=C(Nc1ccccc1C(=O)OCC(=O)N1CCc2ccccc2C1)c1ccco1	0	3	22	4	-0.2	-10	2	0	-16	19
CC1CCN(C(=O)CSc2nnc(N)s2)CC1	0	2	-9	-2	1.4	5	-4	0	.	15
COc1cccc(-c2nnc(-c3ccccc3[N+](=O)[O-])o2)c1	1	3	-19	-4	0.8	-5	-1	-4	4	27
CCOCC(=O)Nc1cc([N+](=O)[O-])ccc1C	-6	0	-1	-28	-1.6	-18	5	5	2	9
COc1ccc(CNC(=O)CCNC(=O)C2CCN(S(=O)(=O)c3ccc(OC)cc3)CC2)cc1	.	2	-10	-5	-0.2	-2	.	1	.	.
O=C1C(Cl)=C(Nc2ccc3cn[nH]c3c2)C(=O)c2ccccc21	10	-21	87*	-81	-4.1	16	6	71*	-27	15
CC1CCOC2(O1)C(=O)N(CN1CCN(c3ccccc3F)CC1)c1ccccc12 (centres undefined)	2	-10	-8	-2	-0.4	1	-3	2	-3	-11
CCCCC1=CC2=CC(=O)C(C)(OC(=O)CC)C(=O)C2=CN1c1cccc(C#N)c1 (centres undefined)	4	4	16	-8	0.9	-10	.	5	-16	.
O=C(COc1ccc(Cl)cc1Br)NNC(=O)C(=O)N1CCCCC1	-19	2	1	8	-0.1	-5	-1	6	2	-17
Cc1ccnc(NC(c2ccccc2O)c2oc(CO)cc(=O)c2O)c1 (centres undefined)	3	-1	-10	1	0.3	3	1	-6	-4	2
O=C(NNc1cc(C(F)(F)F)nc2ccccc12)Nc1cccc(Cl)c1	4	15	-1	-7	-1.5	0	-3	6	-18	-1
CCOC(=O)c1[nH]c(C)c(CN(CCc2ccc(OC)c(OC)c2)C(=O)CCCC(=O)O)c1C	-12	-8	-4	?	-0.2	-3	2	-2	-1	8
O=C(NCCc1ccccc1)C(=O)NCC1OCCN1S(=O)(=O)c1ccc(Br)cc1 (centres undefined)	-16	-1	9	4	1.1	2	-3	4	0	4
O=C(/C=C/c1cccs1)N1CCN(c2ccc(O)cc2)CC1	0	0	17	0	-1.6	5	-1	17	1	8
COc1ccc(-c2ccc(C(=O)NCc3ccc(F)c(F)c3)c3occc23)c(C)c1	.	-6	4	-10	-0.6	.	.	3	.	.
CC(N=C1NS(=O)(=O)c2ccccc21)C(=O)NCc1ccc(F)cc1 (centres undefined)	-7	-2	4	0	0.1	5	.	1	-2	.
Cc1ccc2c(c1)Sc1c(ccc3ccccc13)N2	19	-5	27	4	-0.9	-25	1	-7	-6	17
CC12CCC(=O)N1C(C(=O)Nc1ccccc1N1CCCCC1)CS2 (centres undefined)	-15	4	7	-9	-3.6	1	.	-1	-5	.
CCN1CCN(Cc2ccc(NC(=O)c3cc(NC(=O)c4ccno4)cc(OC)c3)cc2C(F)(F)F)CC1	-3	-5&-4	-8&-7	-15&-13	0.1&0.6	18&17	.	-22&-18	-17	19
COc1cc(C(=O)Nc2ccc(C(=O)NCC3CCCO3)cc2)cc(OC)c1OC (centres undefined)	-12	-10	-2	?	5.5	5	6	-5	1	-8
O=C(N/N=C/c1c(O)n(Cc2ccc(F)cc2)c(=O)[nH]c1=O)c1ccccc1	.	-3	-2	?	1.1	0	2	1	9	16
Cn1ccc(C(=O)Nc2sc3c(c2C(N)=O)CCCCC3)n1	1	-7	3	-47	-22	2	2	-5	3	6
O=C(NCc1cccs1)c1nc2ncccn2n1	-16	-5	3	-3	0.4	-1	6	9	-1	7
